aSyn UTR inh: MLPCN primary screen, SNCA 5' untranslated region. alpha-synuclein 5'UTR reporter, inhibitor activity. inhibition, % (tested at 7.5 µM). actives 0.82% (n = 300,000). AID 1813; in the data active = inhibition above about 60%; inconclusive = no clear call, values can overlap the other calls;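 note: H4 neuroglioblastoma cells stably carrying SNCA 5'UTR luciferase fusion; 0% = DMSO wells and 100% = positive control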
HSF-1 act: increases HSF-1 driven luciferase reporter signal. activation, % at 9 µM. AID 504408. actives 1.7% (n = 300,000). NIH3T3-HGL HSF-1 luciferase reporter, MG132, 8 h; 100% = twice DMSO control signal;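 active = mean replicate activation of at least 50% with a set share of replicates each reaching 50%; inconclusive = only one of those two conditions met; inactive = mean below 50% and too few replicates reaching it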;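 note: 0% = median of the neutral control wells and 100% = twice that signal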
GSK3 alpha inh: human GSK-3 alpha kinase inhibition. inhibition, % at 10 µM. P49840. ADP-Glo luminescence, 60 min. actives 0.1% (n = 320,000). AID 2650;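 in the data active = inhibition above about 50%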;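 note: GST-tagged GSK-3 alpha with peptide substrate and 25 µM ATP; 0% = DMSO neutral wells and 100% = GW8510 positive control wells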
Target sequence (P49840 whole entry, looked up): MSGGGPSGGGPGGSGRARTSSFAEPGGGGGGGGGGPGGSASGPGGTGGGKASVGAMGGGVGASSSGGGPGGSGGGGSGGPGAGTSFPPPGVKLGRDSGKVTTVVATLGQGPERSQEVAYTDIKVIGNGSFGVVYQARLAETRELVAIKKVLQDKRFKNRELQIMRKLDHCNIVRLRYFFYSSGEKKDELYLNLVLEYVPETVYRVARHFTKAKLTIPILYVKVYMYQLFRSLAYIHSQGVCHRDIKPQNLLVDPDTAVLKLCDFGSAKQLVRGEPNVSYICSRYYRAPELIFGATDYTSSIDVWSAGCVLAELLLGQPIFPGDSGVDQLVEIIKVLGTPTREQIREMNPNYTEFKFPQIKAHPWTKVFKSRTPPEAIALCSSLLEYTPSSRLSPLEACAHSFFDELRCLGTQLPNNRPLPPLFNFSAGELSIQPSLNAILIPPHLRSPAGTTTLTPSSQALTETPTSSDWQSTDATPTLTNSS
IEC-6 cytotox: counter-screen for KLF5 inhibitors: cytotoxicity in IEC-6 cells | IEC-6 cytotoxicity, luminescence viability | AID 1825 | actives 0.78% (n = 290,000) | inhibition, % at 5 µM; in the data active = inhibition above about 22%;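 note: 0% = plate median of test compound wells and 100% = cytotoxic reference compound wells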
AI-2 QS mod: modulators of Vibrio harveyi AI-2 quorum sensing system; Vibrio harveyi JMH597 AI-2 luminescence/OD600 ratio, 9 h; hits give low values; strain lacks LuxN and CqsS sensors; 0 = neutral-control median; activity change, % at 7.5 µM; actives 0.4% (n = 300,000); in the data active = activity change below about -75%, passing the limit was not always enough; inconclusive = no clear call, values can overlap the other calls;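 note: luminescence divided by OD600 gain over 9 h not by final OD600 alone; inactives centre near 13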
HIF activator: HIF pathway transcriptional activation. U2OS HRE-luciferase reporter, luminescence; normalized: DMSO 0%, desferrioxamine 100%. actives 0.32% (n = 300,000). AID 1910. activation, % at 7.5 µM (by protocol);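 active = mean activation of at least 10% of the iron chelator positive control signal, with at least half of replicates also reaching 10%; inconclusive = mean and replicate majority disagree about reaching 10%; inactive = mean and most replicates under 10%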
KLF5 inh: suppresses KLF5 promoter-driven expression; inhibition, % at 5 µM; actives 0.23% (n = 290,000); DLD-1 KLF5 promoter-luciferase reporter, luminescence;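 active = inhibition above a per-plate limit of that plate's mean compound inhibition plus 3 SD, cut at about 60% in these data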;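 note: 0% = DMSO wells and 100% = LY294002 at 200 µM; higher means less KLF5 promoter-driven luciferase light; inactives centre near -14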
HSF1 inhib: HSF1 inhibition. actives 0.77% (n = 300,000). activity change, negative = inhibition, % at 7.5 µM (by protocol). NIH3T3-HGL HSE-luciferase, MG132-induced, luminescence 8 h; hits give low values;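 active = more than half of replicate wells show activity change below -50%, luminescence cut by over half; inconclusive = some wells, but at most half, below -50%; inactive = no replicate well below -50%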;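 note: luciferase reports HSF-1 transcriptional activity via heat shock element; 0% = median of DMSO wells and -100% = zero luminescence signal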
GSK3B inh: blocks human GSK3beta kinase activity | P49841 | GST-GSK3beta kinase, ADP-Glo luminescence, 60 min; hits give low values | activity score (negative = inhibition), % at 10 µM | actives 0.038% (n = 300,000);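 active = more than half of replicate wells score below -50%, meaning over 50% inhibition versus plate controls; inconclusive = some replicates but at most half score below -50%; inactive = no replicate scores below -50%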;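 note: 0% = median DMSO wells and -100% = median GW8510 positive control wells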
Target sequence (P49841 whole entry, looked up): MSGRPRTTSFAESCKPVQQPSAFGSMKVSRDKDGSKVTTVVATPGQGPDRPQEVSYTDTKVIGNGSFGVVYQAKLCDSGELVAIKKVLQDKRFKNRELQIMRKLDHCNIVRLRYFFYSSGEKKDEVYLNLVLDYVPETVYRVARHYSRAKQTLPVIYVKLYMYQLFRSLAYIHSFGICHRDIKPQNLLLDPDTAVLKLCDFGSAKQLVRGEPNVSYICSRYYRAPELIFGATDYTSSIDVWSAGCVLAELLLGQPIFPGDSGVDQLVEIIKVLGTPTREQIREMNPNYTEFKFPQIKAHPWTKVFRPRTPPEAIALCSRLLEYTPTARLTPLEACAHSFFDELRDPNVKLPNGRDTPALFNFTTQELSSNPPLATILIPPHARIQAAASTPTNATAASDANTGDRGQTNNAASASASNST
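Assay system: GST-fused GSK3beta enzyme, cell-free / Medium: Tris pH 7.5 buffer with MgCl2, DTT, BSA, heparin / Also added: peptide substrate plus 25 µM ATP (final) / Compound: 10 µM single point / Timing: kinase reaction with compound 60 min at room temperature / Detection: ADP-Glo luminescence / Benchmarks: DMSO neutral wells and GW8510 at 20 µM as positive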
HSP90 inh: inhibitors of HSP90 luciferase refolding in rabbit reticulocyte lysate. inhibition, % at 5.6 µM. luciferase refolding luminescence, 3 h. AID 1789. actives 0.91% (n = 290,000);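 active = inhibition above the screen-wide mean plus 3 SD, computed separately per campaign, cut at about 16% in these data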;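 note: 0% = DMSO wells and 100% = 60 µM geldanamycin wells; inhibitors lower the luminescence because luciferase stays unfolded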
An asterisk follows results filed as active; ? = inconclusive; . = no result given.

Molecule	aSyn UTR inh	HSF-1 act	GSK3 alpha inh	IEC-6 cytotox	AI-2 QS mod	HIF activator	KLF5 inh	HSF1 inhib	GSK3B inh	HSP90 inh
CCN1/C(=C/C=C/c2oc3ccc(-c4ccccc4)cc3[n+]2CC)Oc2ccc(-c3ccccc3)cc21	140*	103*	-1	61*	-1	-4.0	15	62	2	7
CC1=C(C(=O)Nc2ccccc2F)C(c2ccsc2)C2=C(CC(C)(C)CC2=O)N1 (centres undefined)	33	5	5	4	6	2.2	2	-4	-1	-3
O=C(c1ccc(F)cc1)N1CCCC(C(=O)N2CCCCC2)C1 (centres undefined)	-20	-18	-2	5	2	-0.2	-2	-1	0	3
Cc1ccc(F)cc1NC(=O)CN1CCN(c2ccccn2)CC1	23	7	-3	-2	23	-0.4	14	-3	0	-3
Cn1cc(CN2CCCC(CO)(Cc3ccccc3)C2)c2ccccc21 (centres undefined)	29	-13	-1	4	24	0.1	-23	-2	-12	-5
O=C(NCCc1c[nH]c2ccccc12)C(=O)NCC(c1ccco1)N1CCN(c2ccc(F)cc2)CC1 (centres undefined)	-13	21	.	2	17	2.6	35	9	1	-3
CC(=O)NC(CC(=O)Nc1nc(-c2ccc(N(C)S(C)(=O)=O)cc2)cs1)c1ccccc1 (centres undefined)	1	-1	1	3	12	-0.4	-6	-3	2	-2
COC(=O)c1cc(-c2ccc(F)cc2)n(-c2ccccc2)n1	3	1	1	-1	22	-2.8	-33	-5	1	-4
Cc1cccc(OC2(c3ccccc3)OC(=O)c3ccccc32)c1C (centres undefined)	-12	11	0	-9	32	0.4	11	11	2	0
COc1ccc(S(=O)(=O)N2CCOC2CNC(=O)C(=O)NCc2ccncc2)cc1C (centres undefined)	16	4	0	2	-1	-0.9	-19	-12	1	0
Cc1nnc(NC(=O)c2c(-c3ccccc3Cl)noc2C)s1	-7	23	1	-8	12	-0.1	-27	1	5	-5
Cc1nnc(CN(C)C(=O)CC2C(=O)NCCN2Cc2ccccc2C)o1 (centres undefined)	-9	3	0	-5	9	0.4	-3	-3	0	-7
N#Cc1cccc(S(=O)(=O)Nc2c(NC3CCCCC3)c3ccccc3oc2=O)c1	10	?	.	-3	12	0.1	-3	23	-4	0
COc1ccc(NC(=S)NCCc2ccc(Cl)cc2)c(OC)c1	-4	8	-23	5	12	0.7	-12	4	1	0
O=S(=O)(c1ccccc1)c1nc(Cc2ccccc2)oc1N1CCOCC1	7	-1	-3	-6	29	-0.3	-4	-2	1	-2
O=C(COc1cc(=O)n2c(n1)SCCC2)c1ccccc1	-35	9	0	-2	-3	-2.4	-5	3	0	1
CN(c1ccc(C(=O)N2CCN(Cc3ccccc3)CC2)cc1)S(=O)(=O)c1ccccc1	-4	4	-4	-2	19	0.2	-1	3	3	0
O=C(CSc1cn(CCNC(=O)c2ccccc2F)c2ccccc12)NCC1CCCO1 (centres undefined)	11	7	-3	-6	15	0.5	-35	-3	0	2
c1cnn(-c2cc(N3CCOCC3)ncn2)c1	-12	-16	0	2	10	-0.2	-1	-4	-3	-6
CC1CCCCN1S(=O)(=O)c1ccc2c(c1)CCN2C(=O)C1CCC1 (centres undefined)	18	2	3	4	9	1.4	4	0	4	0
O=c1[nH]c(C2CCN(S(=O)(=O)c3ccc([N+](=O)[O-])cc3)CC2)nc2c1nnn2Cc1ccccc1	20	13	0	2	18	-0.2	12	0	-3	4
O=C1CCNCCN1[C@H](CO)c1ccccc1	20	-8	-2	-5	20	-2.2	5	-4	-1	-7
COc1cccc2cc(C(=O)N3CCCCC3C)c(=O)oc12 (centres undefined)	14	4	-1	3	11	0.0	-3	-7	0	-2
O=C(C1CCN(S(=O)(=O)Cc2ccccc2)CC1)N1CCCc2ccccc21	21	7	-29	-8	1	0.2	-17	-2	4	0
CC12CCC(C(=O)Nc3nccs3)(OC1=O)C2(C)C (centres undefined)	33	32	-3	-1	0	-0.3	-8	-2	2	-3
Cc1ccc(-n2nc3c(=O)n(CCCC(=O)NCCc4ccccc4)nc(C)c3c2C)cc1	39	-1	-12	13	14	1.3	-2	9	2	-3
COC(=O)CC1C(=O)NCCN1C(=S)Nc1ccc(F)cc1 (centres undefined)	12	-2	0	-2	18	0.0	-53	2	0	1
Cc1nc(=O)c(-c2ccccc2)c(C)n1-c1ccc(C(=O)O)cc1	13	-24	0	-6	16	-0.7	-39	-5	1	-2
O=CN1CCN(CC(O)Cn2c3ccccc3c3ccccc32)CC1 (centres undefined)	1	8	0	0	4	-0.4	-35	-3	1	4
CCc1cnccc1CCC(=O)Nc1ccccc1C	-3	9	7	.	10	430*	.	2	7	.
CS(=O)(=O)OCCCCOS(C)(=O)=O	-1	0	-1	.	18	-0.2	.	-3	-4	.
Cc1cc(NC(=O)CSc2ccc3c(c2)OCCO3)no1	1	0	-1	-2	15	0.6	-4	3	3	3
Cc1ccc(N(C(=O)C2CCC(=O)N2)C2(C(=O)NC3CCCC3)CCCCC2)cc1 (centres undefined)	-1	-5	0	-6	17	-0.7	-23	-9	1	5
O=C(NC1CCCCC1)N1CCCC(c2nc3ccccc3[nH]2)C1 (centres undefined)	20	-8	-3	2	9	-0.4	-16	-4	-3	3
O=C(NC(NC(=S)Nc1c(Cl)cccc1Cl)C(Cl)(Cl)Cl)c1cccc([N+](=O)[O-])c1 (centres undefined)	10	-3	-2	3	24	0.2	-25	2	4	6
Cc1nc(C(=O)NNC(=O)c2ccc(Cl)cc2)cs1	-13	7	-2	7	9	1.1	-25	3	11	-2
Cc1cccc(NC(=O)c2nc[nH]c2C(=O)N[C@@H](CC(C)C)C(=O)OCc2ccccc2)c1	30	14	-2	.	24	-0.2	.	9	2	.
COc1ccc(CC2SC(N)=NC2=O)cc1 (centres undefined)	3	21	-5	3	4	-0.3	2	0	0	0
CCOC(=O)c1cc2c(ccn2C)n1CC(=O)N1CCCC(C)C1 (centres undefined)	3	0	-1	1	12	-0.4	-28	2	1	0
COc1cc(SC)ccc1C(=O)N(CC(=O)Nc1ccccc1Br)Cc1ccco1	8	-4	-2	.	17	0.5	.	2	2	.
CCOc1ccc(NC(=O)N2CCC(n3nnc4cc(C)ccc43)CC2)cc1	10	-33	0	7	23	-0.2	9	-22	-3	0
NC(=O)c1ccccc1NC(=O)c1ccoc1	-12	8	0	5	1	0.4	-22	-8	2	-1
COc1ccc(NC(=O)CN2C(=O)CSC(C)C2=O)c(OC)c1 (centres undefined)	-2	18	-3	-12	14	-0.3	-5	-5	-2	-3
CCN1CCN(C(=S)c2ccc(OCC(=O)N3CCOCC3)cc2)CC1	0	-9	-1	-4	6	-0.1	0	-6	4	2
CCN(CC(=O)Nc1ccc(NC(C)=O)cc1)C(=O)c1ccc(NC2CC2)c([N+](=O)[O-])c1	24	-7	-2	.	.	-0.4	.	-3	.	.
CCOC(=O)c1cncc(C#CCO)c1	-3	1	0	-2	18	-0.2	-33	-2	2	0
CC1(C)Cc2c(cnn2-c2ccc(F)cc2)C(NC(=O)CN2CCCC2=O)C1 (centres undefined)	-6	0	-1	-1	23	0.1	-26	2	-1	-7
COc1cccc(-c2cc(C(=O)N3CCCc4ccccc43)no2)c1	-126	28	.	-3	11	2.0	-34	30	-2	-1
Cc1csc(=O)n1CCC(=O)OCC(=O)Nc1ncc(Cl)cc1Cl	4	-8	-1	.	14	0.1	.	-7	-1	.
Nc1nc(SCC(=O)Nc2ccc(Cl)c(S(=O)(=O)N3CCOCC3)c2)n[nH]1	11	0	-2	-8	25	-0.3	-26	-4	1	0
Cn1cc(S(=O)(=O)N2CCCC2)cc1C(=O)NCc1ccccc1Cl	33	-6	-1	7	35	-0.3	-6	-4	-1	-5
COc1ccc(/C=C/C(=O)c2ccc(OC)cc2OC)cc1	-114	12	-1	-1	28	0.9	4	2	0	-6
CCc1ccccc1NC(=O)CN(C)C(=O)Cn1ncc(Cl)c(Cl)c1=O	-63	22	-6	9	12	-8.6	-1	28	-1	-1
Cc1nc(C)c(C)nc1C	-14	-13	-2	1	13	-0.1	-14	-2	1	2
Cc1cnc(C(=O)OCC(=O)c2ccc(F)cc2)cn1	-1	-8	2	-4	22	-0.3	-13	-3	1	3
C[C@@]12CCC3[C@@](CC[C@@H]4[C@](C)(C(=O)O)CCC[C@@]34C)(C[C@H]1O)C2 (some centres undefined)	3	6	-5	-4	10	0.1	-42	-3	3	-2
Cc1nc2n(n1)CC(O)CS2 (centres undefined)	8	11	-1	-1	18	-0.6	6	-1	-3	-1
COc1ccc(-c2ccc(OC)c([C@H]3[C@H]4C=CC[C@@H](C)[C@@H]4C(=O)N3Cc3ccccc3)c2)cc1	-11	3	-2	.	6	-0.4	.	4	0	.
COc1ccccc1C(=O)NNC(=O)c1ccc(NC(=O)CC(C)C)cc1	-9	-18	-1	-5	8	0.2	-12	-7	-1	-1
Cc1ccc(OC(C)C(=O)N2CCc3ccccc32)cc1 (centres undefined)	-37	11	-1	-2	15	0.5	-21	8	3	0

Next records
Molecule	aSyn UTR inh	HSF-1 act	GSK3 alpha inh	IEC-6 cytotox	AI-2 QS mod	HIF activator	KLF5 inh	HSF1 inhib	GSK3B inh	HSP90 inh
Cc1ccc(S(=O)(=O)N2CCC(C(=O)N[C@@H](C)C(=O)NCC3CCCO3)CC2)cc1 (some centres undefined)	3	2	-1	0	11	0.0	-9	3	0	-2
COc1ccc(CN(C)CC(O)COc2ccc(C(=O)c3ccccc3)cc2)c(OC)c1OC (centres undefined)	0	-16	-2	6	14	-0.6	-7	-1	-2	0
O=C(c1nc2ccccn2c1CN1CCN(c2ccccc2O)CC1)N1CCCC1	0	12	0	-5	14	-0.3	0	-4	2	2
Cc1cccc(C(=O)NC(=S)NNC(=O)c2cccs2)c1	-24	-13	-3	2	?	3.1	-25	-21	-5	0
Cc1nc2ccccc2c(=O)n1Nc1cccc(Cl)c1	2	10	-1	1	4	-6.4	-15	-2	0	2
Cc1cc(=O)oc2c1ccc1oc(/C(=N/O)c3ccccc3)c(C)c12	24	-41	-2	2	26	0.0	-9	-36	-4	3
CC(C)(C)C(=O)N=C1SC2CS(=O)(=O)CC2N1c1ccc2c(c1)OCO2 (centres undefined)	20	-3	1	4	22	-0.2	6	3	3	3

High-throughput results: PubChem BioAssay, several laboratories
